EBNA-1 inhibitor – EBNA-1 DNA-binding inhibitors, primary screen, biochemical, fluorescence polarization; AID 1950, 2009; 300,000 tested, 0.34% active; inhibition, % at 14.8 µM; in the data active = inhibition above about 28%
core dimer inh – inhibitors of HCV core protein dimerization, primary screen, biochemical, TR-FRET, high-throughput | TR-FRET GST/Flag-core106 dimerization, 1536-well | inhibition, % at 5 µM | 300,000 tested, 0.33% active | AID 1899, 2009;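 active = inhibition above the mean of all tested compounds plus 3 SD, set per screening campaign, cut at about 45% in these data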
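Assay system – GST-tagged and Flag-tagged HCV core protein residues 1-106 · Quantity – core106 proteins, GST 13.5 nM and Flag 17 nM · Benchmarks – unlabelled core106 and no-GST-core106 wells · Read-out basis – percent inhibition of core106 dimerization signal · Detection – time-resolved FRET, ex 340 nm, em 617 and 671 nm · Schedule – 4 h at 22.5 °C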
CTSL1 counter – Fasciola hepatica cathepsin L1 inhibitors, primary screen, counter-screen for PFM18AAP inhibitor project, biochemical, QFRET, fluorogenic peptide substrate | recombinant F. hepatica cathepsin L1, Z-Leu-Arg-MCA fluorescence | inhibition, % at 5.96 µM | 300,000 tested, 0.49% active | AID 1906, 2009;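 active = inhibition above the mean of all tested compounds plus 3 SD, set per screening campaign, cut at about 17% in these data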;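 note: 0% = plate median of test compound wells and 100% = 1 µM Z-Phe-Ala-diazomethylketone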
PREPL inhibitor – PREPL enzyme inhibitors, primary screen, biochemical, fluorescence polarization; Prolyl endopeptidase-like (Homo sapiens), Q4J6C6; 320,000 tested, 0.68% active; recombinant PREPL, fluorescence polarization activity-based probe; inhibition, % at 5.96 µM; AID 2751, 2010; in the data active = inhibition above about 43%;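 note: 0% = enzyme with DMSO and 100% = wells lacking enzyme; many of its hits are not listed in these tables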
PP1 inh – PP1-alpha phosphatase inhibitors, primary screen, counter-screen for PP5 inhibitor project, biochemical, fluorescence, OMFP substrate, single point; Serine/threonine-protein phosphatase PP1-alpha catalytic subunit (Homo sapiens), P62136; purified PP1alpha; inhibition, % at 6.7 µM; 320,000 tested, 0.9% active; AID 2235, 2010;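 active = inhibition above the mean inhibition of all tested compounds plus 3 SD, computed separately for each screening campaign, cut at about 15% in these data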
Target sequence (P62136 whole entry, looked up): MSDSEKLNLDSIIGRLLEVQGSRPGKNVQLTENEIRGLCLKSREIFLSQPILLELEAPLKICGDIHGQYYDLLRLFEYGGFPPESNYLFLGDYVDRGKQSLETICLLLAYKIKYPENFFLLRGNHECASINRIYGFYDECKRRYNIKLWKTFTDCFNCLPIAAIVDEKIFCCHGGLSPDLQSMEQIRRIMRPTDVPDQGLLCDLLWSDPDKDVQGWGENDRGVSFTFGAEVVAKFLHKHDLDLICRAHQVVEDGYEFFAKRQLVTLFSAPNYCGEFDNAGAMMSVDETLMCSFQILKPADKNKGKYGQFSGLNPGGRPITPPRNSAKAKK
Efflux pump mplx – inhibitors of Candida efflux pumps in yeast, primary screen, S. cerevisiae, Nile Red, multiplex | S. cerevisiae Candida pump triplex | inhibition, % at 10 µM | 330,000 tested, 0.44% active | AID 485275, 2010;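 active = plate passing quality check with inhibition over a set limit, or well fluorescence over plate mean plus 4 SD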;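 note: Nile Red retained in pooled yeast measured as flow cytometry median fluorescence; 0% = buffer negative control and 100% = Enniatin B positive control; higher means more Nile Red kept so more efflux inhibition; some compounds called inactive have numbers as strong as hits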
TPT1 inhibitor – Candida albicans TPT1 enzyme inhibitors, primary screen, biochemical, fluorescence polarization; recombinant caTPT1, FP RNA substrate dephosphorylation; inhibition, % at 5 µM; 300,000 tested, 0.81% active;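 active = inhibition above the mean of all tested compounds plus 3 SD, set per screening campaign, cut at about 24% in these data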;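 note: plate controls were DMSO alone for no effect and ferristatin control at 100 nM for full effect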
ZTA counter – counter-screen for EBNA-1 inhibitors: inhibitors of Epstein-Barr virus ZTA. inhibition, % at 11 µM. 320,000 tested, 0.15% active. ZTA-DNA binding, fluorescence polarization. P03206; in the data active = inhibition above about 33%
Target sequence (P03206 whole entry, looked up): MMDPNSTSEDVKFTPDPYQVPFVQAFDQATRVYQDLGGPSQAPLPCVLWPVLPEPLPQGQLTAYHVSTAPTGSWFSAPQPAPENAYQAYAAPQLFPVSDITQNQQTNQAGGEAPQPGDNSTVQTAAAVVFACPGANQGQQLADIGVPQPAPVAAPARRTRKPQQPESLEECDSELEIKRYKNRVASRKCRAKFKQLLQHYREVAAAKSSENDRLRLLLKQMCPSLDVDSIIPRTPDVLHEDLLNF
PP5 primary – PP5 phosphatase inhibitors, primary screen, biochemical, fluorescence | Serine/threonine-protein phosphatase 5 (Homo sapiens), P53041 | purified PP5c, OMFP substrate fluorescence | inhibition, % at 6.7 µM | 320,000 tested, 0.18% active | AID 1987, 2009;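 active = inhibition above the campaign's mean inhibition across all tested compounds plus 3 SD, cut at about 9.5% in these data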;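 note: 0% = DMSO only and 100% = 100 µM cantharidin control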
Target sequence (P53041 whole entry, looked up): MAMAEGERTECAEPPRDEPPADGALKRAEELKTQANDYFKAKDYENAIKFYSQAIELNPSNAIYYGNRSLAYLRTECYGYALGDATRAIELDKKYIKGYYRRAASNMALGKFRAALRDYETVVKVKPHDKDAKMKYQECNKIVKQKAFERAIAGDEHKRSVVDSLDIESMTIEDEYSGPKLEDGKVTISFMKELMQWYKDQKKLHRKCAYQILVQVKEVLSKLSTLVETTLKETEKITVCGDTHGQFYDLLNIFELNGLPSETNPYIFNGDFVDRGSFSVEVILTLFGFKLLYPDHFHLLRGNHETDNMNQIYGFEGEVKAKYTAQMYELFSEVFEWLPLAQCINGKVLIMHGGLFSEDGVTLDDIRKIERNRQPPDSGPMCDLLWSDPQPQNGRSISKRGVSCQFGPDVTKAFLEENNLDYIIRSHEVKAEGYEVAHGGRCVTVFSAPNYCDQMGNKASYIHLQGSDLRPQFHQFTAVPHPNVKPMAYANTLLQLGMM
* marks the source's active call; other numbers are inactive results. Only part of the results is shown; the hit share may differ from the screen's.

SMILES | EBNA-1 inhibitor | core dimer inh | CTSL1 counter | PREPL inhibitor | PP1 inh | Efflux pump mplx | TPT1 inhibitor | ZTA counter | PP5 primary
CC(C)OCCCNC(=O)c1c(N)n(CC2CCCO2)c2nc3ccccc3nc12 (centres undefined) | 13 | 0 | 4 | 15 | -1 | 0.1 | 3 | 19 | 3.6
COC(=O)C1=C(c2cccc(OC)c2OC)C[C@@H]2CC[C@H]1N2C(=O)NCc1ccccc1 | 5 | 1 | -2 | 6 | 3 | 0.0 | -2 | 20 | 1.3
CCN1CCN(c2nc3ccccc3s2)CC1 | 0 | -8 | -1 | 4 | -3 | 0.0 | 1 | -4 | 1.7
CN1CCN(/N=C/c2c(O)n(C)c(=O)n(C)c2=O)CC1 | 5 | -13 | 3 | 8 | 0 | -0.1 | -1 | 7 | 1.0
CCCCn1c(O)c(C(C)=NCCCN(CC)CC)c(=O)[nH]c1=O | 9 | 3 | 0 | 1 | -4 | -0.2 | -4 | 8 | -0.2
COc1cc2[nH]c(=O)n(-c3ccccc3)c(=O)c2cc1OC | 6 | -8 | -2 | 3 | 1 | 0.1 | -1 | -9 | 2.0
CN1CCN(c2c(N)c(=O)oc3ccccc23)CC1 | -1 | 2 | -1 | -5 | 2 | 0.0 | 2 | -1 | 1.9
Cc1nn(Cc2ccccc2)c(C)c1C(=O)NCc1ccccc1F | 3 | -9 | -2 | -1 | -2 | -0.1 | -6 | 3 | -3.1
CCc1c(C)nc(N)nc1N1N=C1SC(C(C)=O)C(C)=O | 7 | -6 | -2 | 8 | 0 | -0.2 | -1 | -7 | -0.7
CC(=NCC1CCCO1)c1c(O)n(C2CCCCC2)c(=O)[nH]c1=O (centres undefined) | 5 | -6 | 1 | 16 | 1 | 0.0 | 0 | -8 | 2.5
O=[N+]([O-])c1ccc(C2[C@H]3C(c4ccccc4)=NC4(CCCC4)N23)cc1 (some centres undefined) | 0 | -4 | 0 | 11 | 1 | -0.1 | -1 | -28 | 3.2
CCN(CC)C(=O)c1ccc(NC(=O)c2cccc(F)c2)cc1 | 9 | 2 | 4 | 2 | -4 | 0.0 | -2 | 2 | -1.6
O=C(CN1CCCCC1)c1cccc(Br)c1 | 9 | 4 | -1 | -15 | -2 | -0.3 | -3 | 6 | 3.6
CN1CCN(CC#CCOc2ccc(Cl)cc2)CC1 | 11 | -6 | 2 | 15 | 0 | -0.1 | 0 | 0 | -1.6
O=C(COc1ccc2ccc(=O)oc2c1)N1CCC(C(=O)O)(c2ccccc2)CC1 | -7 | 1 | 0 | -3 | -3 | -0.1 | -1 | -19 | 2.4

Ordered by length of the SMILES (lowest first): 3 of the compounds above.
SMILES | EBNA-1 inhibitor | core dimer inh | CTSL1 counter | PREPL inhibitor | PP1 inh | Efflux pump mplx | TPT1 inhibitor | ZTA counter | PP5 primary
CN1CCN(CC#CCOc2ccc(Cl)cc2)CC1 | 11 | -6 | 2 | 15 | 0 | -0.1 | 0 | 0 | -1.6
CCCCn1c(O)c(C(C)=NCCCN(CC)CC)c(=O)[nH]c1=O | 9 | 3 | 0 | 1 | -4 | -0.2 | -4 | 8 | -0.2
COC(=O)C1=C(c2cccc(OC)c2OC)C[C@@H]2CC[C@H]1N2C(=O)NCc1ccccc1 | 5 | 1 | -2 | 6 | 3 | 0.0 | -2 | 20 | 1.3

(more compounds)
SMILES | EBNA-1 inhibitor | core dimer inh | CTSL1 counter | PREPL inhibitor | PP1 inh | Efflux pump mplx | TPT1 inhibitor | ZTA counter | PP5 primary
O=[N+]([O-])c1cccc(NP(=O)(Oc2ccccc2)Oc2ccccc2)c1 | -3 | 15 | -6 | 17 | 4 | -0.3 | -2 | -1 | 5.2
O=c1[nH]c(=O)n(Cc2ccc(F)cc2)c(O)c1C=NCC1CCCO1 (centres undefined) | -10 | 3 | -2 | 8 | 2 | 0.1 | -3 | -5 | 1.9
CC(NCc1ccccc1Cl)C(O)c1ccccc1 (centres undefined) | 3 | 6 | 0 | 0 | -3 | 0.0 | 1 | -1 | -0.5
O=C1CC(=O)N(c2cccc(C(F)(F)F)c2)C(=O)N1 | -13 | -15 | 1 | -3 | -3 | 0.1 | 14 | -8 | 0.6
CCN(CC)CCCN=C(C)c1c(O)n(C2CCCCC2)c(=O)[nH]c1=O | 4 | 1 | -5 | 1 | -2 | -0.3 | 11 | -5 | 0.8
O=C1NC(c2cc3ccccc3nc2Cl)Nc2ccccc21 (centres undefined) | 4 | -7 | -3 | -9 | -1 | -0.4 | 0 | 8 | -0.3
O=C(O)C1C2c3ccccc3C(c3ccccc32)C1C(=O)Nc1ccccc1 (centres undefined) | 9 | -1 | 2 | 11 | -2 | -0.1 | -6 | 2 | -0.2
CC(C)NC(=O)c1ccc(N2CC3CC(C2)c2cccc(=O)n2C3)c([N+](=O)[O-])c1 (centres undefined) | 1 | -5 | -2 | 21 | -5 | 0.0 | -2 | -3 | 2.4
COc1ccc(CN2CCCC(C(=O)c3cccc(Cl)c3)C2)cc1 (centres undefined) | 11 | 9 | 3 | 5 | -3 | 0.1 | 0 | 13 | -2.2
CC(C)OC(=O)Nc1ccc(N=C(N)N[N+](=O)[O-])cc1 | 4 | -2 | 1 | 7 | 1 | 0.4 | -4 | 9 | 3.5
C[C@H]1O[C@@H](OC2CC[C@]3(C=O)[C@H]4CC[C@]5(C)[C@@H](C6=CC(=O)OC6)CC[C@]5(O)[C@@H]4CC[C@]3(O)C2)CC2OC(C)(C)OC21 (some centres undefined) | 0 | -1 | -2 | -9 | -1 | -0.2 | 0 | 10 | -1.6
CCOC(=O)c1cc(C)n(CCc2cnc[nH]2)c1C | 1 | 0 | -4 | 12 | -1 | 0.0 | -1 | -10 | 2.5
C=CCN1C(=O)/C(=C\c2ccc(N3CCOCC3)o2)C(=O)NC1=S | 3 | -6 | 1 | -6 | 0 | 0.1 | 108* | -14 | 3.2
CCOc1cccc(OCC)c2c(C)[n+](CC3CCCO3)c(C)c1-2 (centres undefined) | -1 | 19 | -2 | 34 | 13 | 0.1 | -8 | -9 | 3.8
CNC(=O)Nc1ccc(C(=O)N/N=C\C23CC[C@@H](O)CC2(O)CC[C@@H]2[C@@H]3CCC3(C)C(C4=CC(=O)OC4)CCC23O)cc1 (some centres undefined) | -10 | -1 | -2 | -7 | 0 | 0.0 | 2 | -11 | 0.5
N=C1SCC(=O)N1Cc1ccccc1 | -7 | -4 | -2 | 1 | -5 | 0.0 | 2 | -4 | 2.7
Cc1nn(Cc2ccccc2)c(Cl)c1C(=O)O | -5 | 0 | -3 | -4 | -3 | 0.0 | 2 | -1 | 1.1
COc1ccc2c(c1OC)C(=O)OC2c1c(O)n(Cc2ccc(F)cc2)c(=O)[nH]c1=O (centres undefined) | 5 | -1 | -7 | 0 | -2 | 0.4 | 8 | 2 | 2.7
Cc1cc(C)n2nc(SCC(=O)N3CCC4(CC3)OCCO4)nc2n1 | -5 | -3 | 0 | 3 | -4 | -0.2 | -2 | 6 | 0.2
CCN1C[C@@]2(COC)C3[C@@H](OC)[C@H]4[C@@H]1[C@@]3(C1C[C@H]3[C@H](OC(=O)c5ccccc5)C1[C@]4(OC(C)=O)C[C@H]3OC)[C@@H](OC)C[C@H]2O (some centres undefined) | 0 | 1 | 2 | 18 | -3 | -0.1 | -1 | -17 | 2.4
O=C1NC(=O)N(Cc2ccc(F)cc2)C(=O)/C1=C\c1ccc([N+](=O)[O-])s1 | -8 | 0 | 5 | 11 | 3 | 0.1 | 23 | 3 | 3.4
CCOP(=S)(OCC)Oc1cc(C)oc(=O)c1 | 6 | 2 | 3 | -4 | -2 | -0.1 | 1 | 11 | -3.7
COc1ccc(NC(=O)C2C3CCC(O3)C2C(=O)O)c(OC)c1 (centres undefined) | -5 | -9 | 0 | -5 | 75* | 0.1 | 0 | 11 | 76*
COc1ccc(CC(=O)Nc2ccc3c(C(F)(F)F)cc(=O)oc3c2)cc1OC | -1 | -1 | 1 | -3 | 0 | 0.1 | 10 | 8 | 1.5
Cc1cc(C)cc(N2C(=O)NC(=O)/C(=C/c3cccn3-c3ccc(Cl)cc3)C2=O)c1 | 5 | 30 | -3 | -4 | 1 | -0.1 | 4 | 1 | 0.3
CC(C)C(=O)NC(Oc1ccccc1Cl)C(Cl)(Cl)Cl (centres undefined) | 13 | 0 | -3 | -3 | -4 | -0.1 | -6 | 8 | -0.3
CCOP(=S)(NN(Cc1ccccc1)C(=O)c1ccccc1)OCC | 1 | 4 | -1 | -5 | -1 | 0.1 | -2 | 19 | 0.9
O=C1CN(O)C(c2ccccc2Cl)=c2cc(Br)ccc2=N1 | 9 | 4 | 4 | 1 | -3 | -0.1 | -2 | 10 | 0.1
Cc1cc(=O)oc2c(C)c(OCC(=O)N3CCC(C(=O)O)(c4ccccc4)CC3)ccc12 | 2 | 1 | 1 | 3 | 1 | -0.2 | -4 | 8 | 0.2
CC1CCCCN1Cc1c[nH]c2ccccc12 (centres undefined) | -6 | -3 | 0 | 9 | -7 | 0.2 | 2 | -15 | 1.3
CCC12C=CCN3CCC4(c5cc(Br)c(OC)cc5N(C)C4C(O)(C(=O)OC)C1OC(C)=O)C32 (centres undefined) | 5 | 3 | 0 | 1 | -2 | -0.1 | 2 | 17 | -3.5
CC(=O)Cc1ccc(OC(C)C)cc1 | -4 | -2 | 2 | 5 | -6 | 0.0 | -2 | 0 | 0.6
CN(C/N=C(\N)N[N+](=O)[O-])S(=O)(=O)c1ccccc1 | 1 | -2 | 1 | -2 | 1 | 0.0 | -6 | 9 | 0.2
CC1C(c2cccs2)=[N+]([O-])C(C)(C(=O)c2ccc(F)cc2)N1O (centres undefined) | -5 | 1 | 2 | -1 | -2 | 0.0 | 2 | -1 | 2.4
CSc1ncc(/C=C2/C(=O)NC(=O)N(C3CCCCC3)C2=O)cn1 | 7 | -4 | 0 | 3 | 1 | -0.1 | 32* | -2 | -0.1
CCCCn1c(=O)c(C(=O)Nc2ccccc2S(N)(=O)=O)c(O)c2ccccc21 | -7 | 2 | 1 | 4 | 7 | 0.0 | -1 | -1 | 1.4
CNCCc1ccccc1 | 0 | 2 | 2 | 12 | 0 | 0.1 | -4 | -26 | 4.9
C1=C(CCNCc2ccccc2)CCCC1 | -2 | -1 | 4 | 3 | -2 | 0.1 | -3 | -7 | -1.6
C=Cn1ccnc1P(=S)(c1ccn(C)c1)c1nccn1C=C | -2 | -4 | -4 | 5 | -2 | 0.1 | 2 | 2 | 2.5
Clc1ccc(N2CCNCC2)nn1 | 2 | -1 | 1 | 6 | -3 | 0.0 | -2 | 13 | -1.1
Cc1[nH]c2c(C(F)(F)F)cccc2c1CCN | -2 | -4 | -2 | -17 | 0 | -0.1 | -4 | 0 | 2.4
CC(=O)OC1(c2ccc(C)cc2)CN2CCC1c1ccccc12 (centres undefined) | -5 | 3 | 1 | -2 | 0 | 0.1 | -2 | -9 | 0.1
O=C(C1CC(c2ccc(F)cc2)=NO1)N1CCC2(CC1)OCCO2 (centres undefined) | -1 | -6 | 2 | 4 | -2 | -0.1 | -8 | -4 | 0.1

From PubChem BioAssay
